From PubChem BioAssay
MIN6 prolif – induces beta-cell replication in MIN6 cells; MIN6 cells proliferation, ATPlite luminescence, 48 h; cells starved in 0.2% serum; 100% = growth in 10% serum; proliferation, % at 10 µM; 0.29% of 330,000 active; AID 2380;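 active = compounds whose signal lies at least 3.5 SD above the mean of all wells on their plate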;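 note: 0% = DMSO-treated cells in low-serum medium and 100% = 10% serum control; some compounds called inactive have numbers as strong as hits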
MPTP block – blocks calcium-induced mitochondrial swelling | isolated mouse mitochondria, Ca2+ swelling absorbance, 30 min | inhibition, % at 10 µM | 1.4% of 360,000 active;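 active = inhibition of 50% or more, scaled per plate between neutral and stimulator controls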;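 note: 0% = DMSO wells given calcium and 100% = 1 mM EGTA wells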
tim10-1 inh – inhibits growth of tim10-1 mutant yeast; S. cerevisiae tim10-1 ts strain growth, BacTiter-Glo, 24 h; inhibition, % at 20 µM; 2.2% of 330,000 active;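 active = inhibition of at least 40%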;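 note: mutant grown at 25 °C; 0% = DMSO wells with yeast and 100% = wells holding no yeast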
GRIN3A LBD mod – NR3A (human) ligand-binding domain modulation; AID 1259313; Tm shift relative to glycine control, % at 25 µM; NR3A LBD differential scanning fluorimetry, Tm shift; 0% = protein alone, 100% = glycine-bound protein; 2.5% of 340,000 active;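 active = melting temperature shift of at least 10% of the positive control shift, at one fixed dose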
APJ antagonist – antagonists of human APJ apelin receptor | inhibition, % at 20 µM | 0.32% of 330,000 active | CHO-K1 APJ beta-arrestin complementation, luminescence | P35414;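 active = inhibition above about 40% at 20 µM, limit read from the data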;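 note: cells challenged with 10 nM apelin-13 agonist together with compound; plate controls were apelin-13 plus DMSO wells for no effect and DMSO wells lacking apelin-13 for full effect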
Target sequence (P35414 whole entry, looked up): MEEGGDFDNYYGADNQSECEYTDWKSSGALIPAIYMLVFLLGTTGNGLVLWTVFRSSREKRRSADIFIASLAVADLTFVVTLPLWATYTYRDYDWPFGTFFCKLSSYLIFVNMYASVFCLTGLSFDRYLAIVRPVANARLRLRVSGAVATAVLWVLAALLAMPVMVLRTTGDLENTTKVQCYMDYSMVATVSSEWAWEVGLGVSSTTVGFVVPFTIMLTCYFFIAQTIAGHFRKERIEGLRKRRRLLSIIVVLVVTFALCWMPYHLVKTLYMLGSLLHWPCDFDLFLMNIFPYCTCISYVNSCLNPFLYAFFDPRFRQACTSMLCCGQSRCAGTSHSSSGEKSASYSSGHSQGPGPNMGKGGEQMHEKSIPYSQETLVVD
APJ agonist – activates the human apelin receptor APJ | P35414 | CHO-K1 APJ PathHunter beta-arrestin, luminescence; 0% DMSO wells, 100% apelin | activation, % at 20 µM | 0.11% of 330,000 active;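 active = activation more than six SD over the plate average, tested at 20 µM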;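 note: 0% = DMSO alone and 100% = apelin-13 at 10 nM; some results filed as inactive read as strong as hits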
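Assay system: CHO-K1 cells stably expressing ProLink-tagged human APJ and arrestin–beta-gal acceptor. Compound dosing: 20 µM single point, 1% DMSO. Times: 16-18 h seeding, 90 min dark compound exposure, 60 min detection. Detection: beta-gal luminescence. Evaluation: APJ–arrestin association signal. Controls: negative DMSO alone, positive Apelin-13 at 10 nM.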
tim23-1 inh – tim23-1 yeast growth inhibition. S. cerevisiae tim23-1 growth, BacTiter-Glo luminescence, 24 h. inhibition, % at 20 µM. 1.3% of 330,000 active. AID 463212;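 active = growth inhibition of the mutant yeast at or above 50%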;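 note: temperature-sensitive mutant grown at 25 °C; plate controls were DMSO-treated mutant yeast for no effect and medium wells lacking yeast for full effect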
NALP3 yeast inh – blocks the NALP3 inflammasome reconstituted in yeast; Yeast reconstituted NLRP3/ASC/caspase-1, beta-gal luminescence, 24 h; 0.39% of 330,000 active; inhibition, % at 10 µM; AID 2825;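 active = inhibition of 50% or more; inactive = inhibition below 50%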;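 note: plate controls were induced DMSO wells for no effect and uninduced yeast grown without galactose for full effect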
TIM10 inh – TIM10 yeast growth inhibition; inhibition, % at 10 µM; AID 463195; S. cerevisiae TIM10 strain growth, BacTiter-Glo luminescence, 24 h; 1.4% of 330,000 active;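 active = inhibition of 40% or more at the single tested concentration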;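 note: wild-type TIM10 isogenic control strain grown at permissive 25 °C; 0% = DMSO yeast wells and 100% = minimal medium wells without yeast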
* hit, by the source's call.

SMILES | MIN6 prolif | MPTP block | tim10-1 inh | GRIN3A LBD mod | APJ antagonist | APJ agonist | tim23-1 inh | NALP3 yeast inh | TIM10 inh
CC1(C)CC(=O)C(C2=NC3(CCCCCC3)Cc3ccccc32)=C(O)C1 | -4 | 3.0 | 15 | -1 | 6 | -2 | 17 | -20 | 31
C[C@H](NC(=O)c1ccc2c(c1)OCO2)c1nnc2ccccn12 | -3 | -2.8 | -3 | 0 | 11 | -2 | -13 | 4 | -9
CS(=O)(=O)Nc1ccc(C(=O)Nc2ccccc2C(=O)NCc2ccco2)cc1 | 0 | -1.7 | -19 | -1 | 7 | 0 | -17 | -1 | 1
CC(=O)Nc1ccc(S(=O)(=O)NCC(=O)OCC(=O)NC(=O)c2cccn2C)cc1 | -2 | 1.0 | -3 | -2 | -3 | 0 | 6 | -3 | 0
COc1ccccc1Nc1nnc(Cc2ccccc2)c(=O)[nH]1 | -1 | 0.1 | -6 | 0 | -10 | 1 | 19 | 26 | -11
CS(=O)c1ccccc1COC(=O)Nc1cccc(Cl)c1 (centres undefined) | -3 | 1.3 | 35 | 1 | 0 | -6 | 17 | 2 | -17
O=c1oc2cc(O[C@@H]3OC[C@@H](O)[C@H](O)[C@H]3O)ccc2c2ccccc12 | 0 | 1.2 | 13 | 0 | -5 | -2 | 6 | 7 | 0
COc1ccccc1NC(=O)C(C)N(C)CCOc1ccccc1 (centres undefined) | -1 | -1.1 | 10 | 0 | 0 | 0 | 21 | -4 | -9
CCOC(=O)C1(CCOc2ccccc2)CCN(Cc2cc(OC)cc(OC)c2)CC1 | -4 | 14 | 31 | -1 | -8 | -3 | 12 | 29 | 15
COc1ccc(/C=N/Nc2nc(-c3cccc(S(=O)(=O)N4CCCC4)c3)cs2)cc1OC | -2 | -1.4 | 8 | -16 | -33 | 7 | 17 | -6 | 5
Cc1cc(NCc2ccccc2)nc(-c2ccccc2O)n1 | -4 | 32 | 64* | 1 | -10 | -2 | 47 | 2 | 66*
Cc1ccc(CN2CCN(/N=C/C=C/c3ccccc3[N+](=O)[O-])CC2)cc1 | -4 | 1.8 | 30 | 1 | -8 | -3 | -17 | 22 | 14
O=C(Nc1ccccc1)N1CCCC1c1cccs1 (centres undefined) | -3 | 1.4 | 1 | 1 | -3 | 1 | 19 | 13 | 8
CC(=O)c1ccc(Oc2ccc(C(=O)c3ccc(C)c(C)c3)cc2[N+](=O)[O-])cc1 | 0 | 2.6 | 8 | 2 | -2 | -1 | 5 | 16 | 2
O=C(CSC1=NCCS1)N1CCCCCC1 | 0 | -6.3 | 11 | 1 | 8 | 0 | 14 | 14 | -10
CN1CC2(Cc3c1ccc1ccccc31)C(=O)OC(C)(C)OC2=O | -2 | -0.6 | 19 | 0 | -5 | 3 | 15 | 10 | 4
CCCN(CC(=O)Nc1ccccc1C)C(=O)c1ccc2ccccc2n1 | -3 | -1.6 | 19 | 0 | 7 | -3 | 12 | 16 | -7
Cc1ccc(N=Nc2c(O)n(CN3CCOCC3)c3ccccc23)cc1 | -4 | 1.2 | 44* | 0 | 11 | -6 | 13 | 25 | 30
COC(=O)C(=Nc1ccccc1)/C(C(=O)C(=O)N(C)c1ccccc1)=C(\O)c1ccc(Cl)cc1 | -3 | -3.9 | -5 | -1 | -27 | -1 | 2 | 8 | -3
COc1ccc(NC(=O)CSCC(=O)Nc2nnc(C3CC3)s2)cc1 | -2 | -1.2 | -25 | 2 | -8 | -3 | -11 | 15 | -15
Cc1ccccc1Nc1scc(-c2ccc(Br)cc2)[n+]1-c1ccccc1C | -4 | 4.1 | 21 | 1 | 17 | -6 | 3 | 21 | 19
COc1cc(NC(=O)COc2ccccc2C)ccc1NC(=O)c1ccco1 | 4 | -0.6 | -15 | -8 | -10 | -2 | -5 | 15 | 4
O=C(NCc1ccccc1)c1ccc(Cl)c(NC2=NC3CS(=O)(=O)CC3S2)c1 (centres undefined) | -6 | -1.6 | 6 | 0 | 10 | -3 | 7 | 14 | -4
Cn1c(N)c(C(=O)COC(=O)CCCc2c[nH]c3ccccc23)c(=O)n(C)c1=O | -1 | 1.9 | 9 | -4 | -3 | -1 | 4 | 9 | -1
Cc1onc(-c2ccccc2Cl)c1C(=O)NC(=S)Nc1ccccc1C(N)=O | -2 | 1.2 | 8 | -6 | 35 | -6 | 14 | 19 | 12
COc1ccc(CC(NC(C)=O)C(=O)NC2CCN(c3c(Cc4ccccc4)c(C)nc4ncnn34)CC2)c(OC)c1 (centres undefined) | 0 | -0.4 | -12 | -8 | 6 | -4 | 1 | 20 | 20
COc1ccc(N=Cc2c(O)[nH]c3ccccc23)cc1 | -3 | 1.5 | 12 | 1 | -13 | -9 | 27 | 43 | 2
COC(=O)C1=CN(Cc2ccc(OC)c(OC)c2)C=C(C(=O)OC)C1c1ccc(F)cc1 | -1 | 5.7 | 7 | 4 | -5 | -1 | 28 | 0 | 8
COCC(C)NC(=O)/C(=C/c1ccccc1)c1ccccc1 (centres undefined) | -3 | 2.2 | 24 | -3 | 10 | -2 | 11 | 11 | -6
CCOc1nc(C)ccc1-c1noc(-c2ccco2)n1 | 3 | 1.1 | 25 | 1 | 15 | -2 | 25 | 19 | 8
CCOc1ccc(Br)cc1CNc1ccc2c(c1)OCCO2 | 0 | 1.7 | 10 | 4 | -12 | -3 | 15 | 27 | 10
O=C(Cc1n[nH]c(=O)c2ccccc12)OCC(=O)c1ccc(OC(F)F)cc1OC(F)F | -7 | -0.5 | -6 | 0 | 13 | 0 | 7 | 13 | 2
CC(C)c1ccc(NC(=O)CSc2nc(=O)n(CCCN3CCOCC3)c3c2CCCC3)cc1 | -5 | -0.6 | 6 | -3 | -2 | -7 | 3 | 6 | 6
CCOc1ccccc1Nc1nnc(SCC(=O)N(C)C2CCS(=O)(=O)C2)s1 (centres undefined) | -3 | -0.7 | 5 | 3 | 8 | 1 | 10 | 9 | -6
Cc1ccc(S(=O)(=O)Cn2nnnc2C(CC(C)C)N2CCN(c3ccccc3)CC2)cc1 (centres undefined) | -2 | 0.8 | 10 | 2 | 16 | -7 | -11 | 7 | -7
Nc1ncnc2c1ncn2CCNCCc1ccccc1 | -3 | -1.3 | -1 | 6 | -11 | 4 | -6 | 24 | 1
Nc1ncnc2c1ncn2[C@@H]1O[C@H](COP(=O)(O)O)[C@@H](O)[C@H]1O | 2 | 0.0 | 87* | 1 | -5 | 0 | 84* | 10 | 76*
COc1cc2ccccc2cc1C(=O)OCc1nc2ccsc2c(=O)[nH]1 | 2 | 0.4 | -3 | 2 | 19 | -4 | -6 | 5 | -3
CCOC(=O)COc1ccc([N+](=O)[O-])cc1 | 0 | 1.6 | 8 | -2 | 16 | -1 | 11 | 3 | -4
CCCOc1ccc(C(=O)NCCN2CCOCC2)cc1 | 1 | -0.1 | 1 | 1 | 23 | -4 | 8 | 23 | -13

One compound at a time, as listed above. Values in the order: MIN6 prolif | MPTP block | tim10-1 inh | GRIN3A LBD mod | APJ antagonist | APJ agonist | tim23-1 inh | NALP3 yeast inh | TIM10 inh
Results for CS(=O)c1ccccc1COC(=O)Nc1cccc(Cl)c1 (centres undefined) → -3 | 1.3 | 35 | 1 | 0 | -6 | 17 | 2 | -17
Results for Nc1ncnc2c1ncn2CCNCCc1ccccc1 → -3 | -1.3 | -1 | 6 | -11 | 4 | -6 | 24 | 1

(list continues)
SMILES | MIN6 prolif | MPTP block | tim10-1 inh | GRIN3A LBD mod | APJ antagonist | APJ agonist | tim23-1 inh | NALP3 yeast inh | TIM10 inh
COc1ccccc1C(=O)Nc1ccc2c3c(cccc13)CC2 | 3 | 2.6 | 10 | -14 | -18 | -5 | 6 | 13 | 13
O=C(/C=C/c1cccc(F)c1)N1CCN(c2ncccn2)CC1 | 0 | -1.9 | 10 | -2 | 1 | -3 | 0 | 22 | 2
CCn1c(SCC(=O)N2CCCC2=O)nnc1-c1cccs1 | 0 | 0.4 | -19 | 0 | -2 | -4 | -11 | -1 | 2
CN1CCN(Cc2nc3ccccc3c(=O)n2Cc2nc(-c3ccc([N+](=O)[O-])cc3)cs2)CC1 | 0 | -3.3 | 18 | 0 | -73 | 1 | -3 | -3 | 25
N#C/C(=C\c1ccccc1C(F)(F)F)C(=O)Nc1ccccc1F | -1 | 3.4 | 35 | 4 | -22 | 2 | 71* | 9 | 47*
Cc1ccc(NC(=O)COC(=O)c2cccc3c(=O)c(C)c(-c4ccccc4)oc23)cc1 | -4 | 2.0 | 24 | 0 | 9 | -6 | 13 | 30 | 0
C=CCN(c1nc(C)cc(OC)n1)S(=O)(=O)c1ccccc1 | 5 | -0.7 | 33 | 1 | 14 | -3 | 36 | -5 | 5
O=C(NC(NNc1ccc([N+](=O)[O-])cc1)(C(F)(F)F)C(F)(F)F)c1ccc(Cl)cc1 | -6 | 98* | 64* | 1 | -14 | -2 | 37 | 13 | 35
COC(=O)C1SCC2C(=O)N(Cc3ccc(F)cc3)CC(=O)N21 (centres undefined) | 4 | 0.7 | 5 | -1 | 25 | -2 | 8 | 3 | 2
C=CCc1cccc2cc(C(=O)N3CCOCC3)c(=O)oc12 | 1 | -0.7 | 21 | -1 | -19 | 3 | 3 | 15 | -2
CC(=O)N1c2c(cc(Br)cc2S(=O)(=O)NCC2COc3ccccc3O2)CC1C (centres undefined) | -4 | 2.0 | 19 | 1 | -24 | 9 | 25 | 12 | 9
CCCCCCC(=O)NCC(=O)OCC(=O)c1ccccc1 | -2 | -4.2 | 18 | 2 | -9 | -5 | 21 | 8 | 9
COc1cc(CNc2ccc(CNc3ncn[nH]3)cc2)ccc1OCC(=O)NC(C)(C)C | 0 | 3.9 | 14 | -16 | 6 | 2 | 10 | 4 | -8
COc1ccc(NC2=C(C(C)=O)C(c3ccc(OC)cc3)C(C(C)=O)C(C)(O)C2)cc1 (centres undefined) | 2 | -0.7 | 34 | -1 | -18 | -2 | 28 | 2 | 19
Cc1ccc(S(=O)(=O)N2CCN(Cc3cccnc3)CC2)cc1 | 2 | -0.8 | 12 | 2 | 3 | 2 | 12 | 16 | 10
Cc1nonc1N1CCN(Cc2cn[nH]c2-c2ccc(F)cc2F)CC1 | -3 | 0.7 | 5 | -1 | 2 | 2 | 7 | -4 | 10
O=C(N/N=C/c1ccc([N+](=O)[O-])cc1)c1ccc2nc[nH]c2c1 | -2 | 0.2 | 8 | 1 | -1 | 4 | -6 | 6 | 7
COc1ccc(C2(C(=O)NCC3CCCO3)CCOCC2)cc1 (centres undefined) | 1 | -1.8 | 0 | -2 | 11 | 0 | 5 | -4 | 10
CC(=O)c1cccc(NC(=O)C(C)OC(=O)CCN=C2NS(=O)(=O)c3ccccc32)c1 (centres undefined) | 1 | -0.2 | -17 | 2 | 8 | -2 | 2 | 6 | 5
CN1CCCC(OC(=O)c2cccc(S(=O)(=O)N3CCCCCC3)c2)C1 (centres undefined) | 0 | 0.6 | 5 | 2 | 7 | -2 | 5 | 13 | 6
CCCn1nc(C(=O)NNC(=O)c2ccc(C)c(C)c2)c2ccccc2c1=O | 5 | 1.4 | 5 | -3 | 7 | -4 | 21 | 15 | -9
COc1ccc(OCC(=O)Nc2c(C(=O)N3CCN(C)CC3)oc3ccccc23)cc1 | -6 | -1.0 | 20 | 0 | 20 | -1 | 20 | 18 | 9
C=CCn1c(SCc2c(C)noc2C)nc2sc(C)c(C)c2c1=O | -5 | 0.8 | 39 | -7 | -4 | 0 | 19 | 10 | 4

With a hit mark in MPTP block, of those listed so far:
SMILES | MPTP block | tim10-1 inh | GRIN3A LBD mod | APJ antagonist | NALP3 yeast inh
O=C(NC(NNc1ccc([N+](=O)[O-])cc1)(C(F)(F)F)C(F)(F)F)c1ccc(Cl)cc1 | 98* | 64* | 1 | -14 | 13
